Menin MLL FP TR: inhibitors of human menin-MLL interaction, mutant MLL peptide; O00255; Menin + Texas Red MLL mutant peptide, fluorescence polarization; Potency, µM (top dose mostly 61.6 µM), for the others: top-dose FP activity change, negative = inhibition, most hits filed as inhibitors; hit rate 0.23% among 270,000; active means well fitted inhibition curve with a large enough effect in the polarisation, with a control signal flat, not every such curve was filed as active; inconclusive means small, poorly fitted or top-dose-only effect, or effect the other way, or a change in a side signal; inactive means no such curve, though single readings can be large or run the other way; the % refers to the polarisation; further: potency means the concentration at half of the fitted maximal effect; % of control where 0% means no effect; many of its hits are not listed in these tables
Giardia kill: kills Giardia lamblia. Giardia lamblia trophozoite viability. activity change, % at 7.66 µM, hits read low. hit rate 0.15% among 340,000. AID 540267; in the data active means activity change below about -80%; inconclusive means between about -30% and that limit;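 further: parasites exposed to compound for two days anaerobically before the ATP read; on the % scale 0 is the no-effect control and ±100 the full control effect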
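Luminescent ATP signal served as the viability read-out, measured 15-30 min after adding ATP detection reagent to trophozoites that had been incubated with compounds for 48 hrs at 37 deg C anaerobically at 100 cells/well.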
GALK inh: galactokinase (human) inhibition | Potency, µM (titrated, usually from 57.5 µM), for inactives: at the top dose activity change, negative = inhibition, usual class: inhibitors | Purified GALK, Kinase-Glo residual ATP luminescence | P51570 | AID 1868 | hit rate 0.007% among 270,000; further: potency means the concentration at half of the fitted maximal effect; on the % scale 0 is the no-effect control and ±100 the full control effect
Target sequence (P51570 whole entry, looked up): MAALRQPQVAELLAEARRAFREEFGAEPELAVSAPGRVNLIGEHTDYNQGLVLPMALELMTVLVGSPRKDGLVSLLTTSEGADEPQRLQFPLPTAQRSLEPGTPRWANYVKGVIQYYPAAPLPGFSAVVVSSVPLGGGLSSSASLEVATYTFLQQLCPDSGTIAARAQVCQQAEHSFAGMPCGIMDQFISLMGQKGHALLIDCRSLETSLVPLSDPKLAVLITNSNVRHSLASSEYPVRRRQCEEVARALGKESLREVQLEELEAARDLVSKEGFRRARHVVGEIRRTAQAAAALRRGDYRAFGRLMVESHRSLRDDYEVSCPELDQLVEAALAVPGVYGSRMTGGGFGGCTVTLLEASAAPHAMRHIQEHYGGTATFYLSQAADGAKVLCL
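Luminescence from leftover ATP (Ultra-Glo luciferase/luciferin) served as read-out after a 1 h room-temperature reaction of 5 nM GALK with 35 uM ATP and 100 uM galactose.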
B2AR arrestin: agonists driving beta-arrestin recruitment to human beta2-adrenergic receptor; Potency, µM (doses to about 46.1 µM), without a hit: top-dose activation, usual class: activators; AID 492947; P07550; beta-arrestin recruitment to beta2AR, cell-based reporter; hit rate 0.02% among 330,000;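 further: potency means the concentration at half of the fitted maximal effect; 0% = DMSO controls and full agonism = EC100 isoproterenol or metaproterenol; nearly all actives have a fitted effect of over 65% in size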
PKM2 act: increases activity of human pyruvate kinase M2; P14618; purified PKM2, Kinase-Glo ATP luminescence, activation; response scale: 0% is enzyme alone, no compound; Potency, µM (doses to about 57.5 µM), without a hit: at the top dose activation, most hits filed as activators; hit rate 0.34% among 260,000; further: potency means the concentration at half of the fitted maximal effect; on the % scale 0 is the no-effect control and ±100 the full control effect; nearly all actives have a fitted effect of over 55% in size
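Purified hPK-M2 (>95% pure) converted ADP (0.1 mM final) to ATP with 0.5 mM PEP in 50 mM imidazole pH7.2, KCl, MgCl2, Tween 20, BSA; 1 h at room temperature. ATP detected by Kinase-Glo luminescence.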
a7 integrin act: activators of alpha7 integrin expression for muscular dystrophy; alpha7betagal myoblasts, beta-gal FDG fluorescence, 48 h; Potency, µM (doses to about 38.3 µM), for inactives: at the top dose activation, usual class: activators; hit rate 0.064% among 350,000; AID 624291;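 further: potency means the concentration at half of the fitted maximal effect; 100% = response of the positive control SU9516; nearly all actives have a fitted effect of over 60% in size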
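Alpha7betagal+/- myoblasts (passage 13) were plated 16-24 hr, then exposed to compounds (1:260 dilution of DMSO stock) for 48 hours at 37C. After MPER lysis, β-galactosidase reporter activity was read as FDG fluorescence (ex 480/em 540) after 30 minutes.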
PTAP TSG101 blk: blocks PTAP/TSG101 interaction to inhibit HIV-1 budding | Potency, µM (titrated, usually from 115 µM), for inactives: at the top dose activity change, negative = inhibition, hits mostly inhibitors | Fluorescence polarization, FITC-PTAP peptide / Tsg101 binding | Q99816 | 340,000 tested, under 10 active | AID 493005; active means well fitted inhibition curve with a large enough effect in the main read-out, with a control signal flat, not every such curve was filed as active; inconclusive means small, poorly fitted or top-dose-only effect, or effect the other way, or a change in a side signal; inactive means no such curve, though single readings can be large or run the other way; further: potency means the concentration at half of the fitted maximal effect; % of control where 0% means no effect
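Tsg101 binding domain (10 uM final) was mixed with compound and a FITC-labeled PTAP peptide (50 nM final) in HEPES pH 7.5 buffer with NaCl, Tween 20, EDTA and TCEP; fluorescence polarization was read after 20 min at r.t.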
Chronic BCR inh: chronic active BCR signaling inhibition; ABC-DLBCL IkBa-CBG/CBR reporter, luminescence ratio, 4 h; Potency, µM (highest dose often 46.1 µM), inactives show at the highest dose ratio change, negative = lower green/red ratio, hits mostly inhibitors; hit rate 0.05% among 340,000; AID 493014; active means well fitted inhibition curve with a large enough effect in the signal ratio, with a control signal flat, not every such curve was filed as active; inconclusive means small, poorly fitted or top-dose-only effect, or effect the other way, or a change in a side signal; the % refers to the signal ratio;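 further: potency means the concentration at half of the fitted maximal effect; plate controls were basal doxycycline-induced cells for no effect and cells given 10 µM MG132 for full effect; MG132 reads +100%, hits lower the ratio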
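TMD8 ABC-DLBCL cells carrying doxycycline-inducible green luciferase fused to IkappaBalpha plus unfused red luciferase were exposed to compounds (up to 46 uM) for 4 hrs at 37C. Activity came from the overlap-corrected green/red luminescence ratio.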
ASM inhibitor: inhibitors of human secretory acid sphingomyelinase; P17405; placental ASM, HMU-PC fluorogenic substrate, 60 min; Potency, µM (doses to about 57.5 µM), without a hit: at the highest dose activity change, negative = inhibition, usual class: inhibitors; hit rate 0.006% among 340,000; AID 504937; further: potency means the concentration at half of the fitted maximal effect
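Human placenta-derived ASM preincubated with compound 10 min at room temperature, then reacted with 9 uM (final) fluorogenic HMU-PC substrate for 60 min at 37 C. Stop solution raises pH to 10; fluorescence read at Ex 386/Em 447 nm.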
Tb PFK block: blocks T. brucei phosphofructokinase | O15648 | hit rate 0.17% among 330,000 | T. brucei PFK, ADP-Glo luminescence | AID 485367 | Potency, µM (highest dose often 57.5 µM), for inactives: top-dose activity, negative = inhibition, actives largely listed as inhibitors;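 further: potency means the concentration at half of the fitted maximal effect; 0% = uninhibited 1x PFK enzyme wells and -100% = no-enzyme wells; nearly all actives have a fitted effect of over 60% in size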
Target sequence (O15648 whole entry, looked up): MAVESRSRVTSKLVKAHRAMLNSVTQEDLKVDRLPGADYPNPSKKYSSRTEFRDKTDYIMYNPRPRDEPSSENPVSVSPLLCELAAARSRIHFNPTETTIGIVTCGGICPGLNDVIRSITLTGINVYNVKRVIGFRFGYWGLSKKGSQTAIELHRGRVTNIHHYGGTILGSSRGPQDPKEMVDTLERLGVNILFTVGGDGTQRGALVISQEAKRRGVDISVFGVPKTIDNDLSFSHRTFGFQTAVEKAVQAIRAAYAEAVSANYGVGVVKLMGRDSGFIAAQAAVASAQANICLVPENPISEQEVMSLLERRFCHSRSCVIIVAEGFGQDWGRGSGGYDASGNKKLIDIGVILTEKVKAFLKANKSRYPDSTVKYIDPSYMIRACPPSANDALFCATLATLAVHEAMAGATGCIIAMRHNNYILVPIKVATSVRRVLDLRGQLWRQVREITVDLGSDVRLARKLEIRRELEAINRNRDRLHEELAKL
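Activity is normalized to no-enzyme wells (full inhibition) and 1.25 nM enzyme wells (no inhibition). Reaction: 0.5 mM F6P, 0.1 mM ATP, 45 min RT, ADP-Glo luminescence; concentration-response curves fitted and classed by quality.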
Coupling enz: inhibits coupling enzyme system, counter-screen for aldolase hits | coupling enzyme system counterscreen, AmpLite Red fluorescence | activity change, negative = inhibition, % at 58.2 µM, hits read low | hit rate 0.67% among 290,000; in the data active means activity change below about -30%; further: on the % scale 0 is the no-effect control and ±100 the full control effect
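First, compound is pin-transferred into glyceraldehyde-3-phosphate coupling-enzyme reagent at 57.5 uM final and held 10 min at RT. Next, substrate, coupling system and AmpLite Red are added. After 20 min RT, fluorescence (525/598 nm) is read.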
The depositor's hits bear a star; ? = inconclusive; nt = not tested or not shown; [ ] = remark or other dose. Unless noted, the call rests on the fitted dose curve; in most records, active means well fitted curve in the direction sought with a large enough effect; inconclusive means small, poorly fitted or top-dose-only effect, or another doubt; inactive means no such curve, though single readings can be large; an effect the other way counts as inactive or inconclusive. A portion of the library; the hit share may differ from the screen's.

molecule | Menin MLL FP TR | Giardia kill | GALK inh | B2AR arrestin | PKM2 act | a7 integrin act | PTAP TSG101 blk | Chronic BCR inh | ASM inhibitor | Tb PFK block | Coupling enz
C=CCn1c(Cc2ccc(OC(C)C)c(Cl)c2)nnc1SCC(N)=O | -6% | -5 | 3% | 0.1% | -2% | 12% | 0% | 1% | 0% | 3% | -1
CCCN(CCC)CC(O)CN(c1ccccc1)S(=O)(=O)c1ccc(C)cc1 (stereo not drawn) | ? | 0 | 1% | 0.0% | 2% | 0% | -1% | -14% | -1% | 0% | 3
O=C(CN1CCCCC1)Nc1ccc(N2CCCCCC2)cc1 | -23% | -4 | -1% | -0.9% | 5% | 2% | -6% | -1% | 3% | 0% | -5
O=S(=O)(c1ccccc1)N1CCC(Oc2ccc(-n3cnnn3)cc2)CC1 | nt | 7 | -1% | 0.2% | nt | 5% | -1% | ? | -1% | 1% | nt
C=C(C(=O)Nc1ccccc1)c1ccc(C)cc1 | nt | -8 | nt | -0.3% | nt | 19% | -4% | 2% | -3% | 12% | nt
O=S(=O)(c1ccc(Cl)cc1)N1CCCN(c2nc3ccc(Cl)cc3s2)CC1 | nt | -1 | nt | 0.0% | -5% | 20% | -2% | -1% | -3% | -7% | 4
Cc1cc(NC(=S)NC(=O)CC(C)C)ccc1Br | 11% | -22 | 5% | -0.5% | -2% | -4% | -7% | ? | -3% | 0% | 2
CCCCCCCCC(=O)N/N=C(\C)c1ccc(O)cc1O | 23% | -7 | nt | -0.7% | 1% | -15% | 0% | 0% | -12% | -3% | 6
COc1ccc(N(CC(=O)Nc2ccc(S(=O)(=O)N3CCCCC3)cc2)S(C)(=O)=O)cc1OC | 6% | -10 | -1% | 0.2% | 2% | 1% | -10% | -5% | 4% | 5% | -1
O=C(Cc1ccccc1)NCC(=O)N1CCC2(CC1)NCCc1[nH]cnc12 | nt | 5 | -1% | 0.3% | nt | 0% | -5% | -17% | 3% | 0% | nt
CC1CCN(C(=O)COC(=O)Cn2cnc3c2c(=O)n(C)c(=O)n3C)CC1 | nt | -11 | nt | -2.4% | nt | -7% | -2% | 1% | -4% | -2% | nt
Cc1[nH]c(C(=O)O)c(C)c1C(=O)OC(C)C | -7% | -8 | 4% | 0.1% | -3% | 20% | 1% | 0% | 3% | 2% | 0
COc1ccc(C(=O)n2nnc3ccccc32)cc1Br | ? | 2 | 0% | -0.2% | 2% | -13% | -6% | 6% | -1% | -2% | 1
O=c1n(Cc2ccccc2Cl)c2sc3c(c2c2ncnn12)CCCC3 | -12% | 12 | 0% | -0.2% | 4% | 7% | 0% | 4% | -1% | 2% | 6
CCOc1ccc(N(CC(=O)O)S(=O)(=O)c2ccc(OC)c(OC)c2)cc1 | -12% | -1 | -2% | -0.3% | -1% | 1% | -7% | 9% | 0% | 1% | 9
CCN(CC)S(=O)(=O)c1ccc(N=Cc2c(C)c(C#N)c(=O)n(C)c2O)cc1 | 3% | -10 | nt | -1.2% | -14% | 21% | -2% | -1% | 0% | 0% | -22
COc1cccc(C(=O)CN2C(=O)C(C)(C)Oc3ccc(C(=O)N4CCOCC4)cc32)c1 | -9% | -5 | 2% | 0.0% | nt | ? | -2% | 1% | 0% | 0% | 2
Cn1nc(CSc2ccccc2)c(C=O)c1Cl | 6% | -17 | 4% | -1.0% | nt | -6% | -5% | 1% | 5% | 2% | 0
O=C1C2C3C=CC(C4CC34)C2C(=O)N1CCc1ccccc1 (stereo not drawn) | -9% | -24 | 0% | -0.8% | -1% | -11% | 0% | 4% | 0% | -1% | 1
COCC(=O)OCC(=O)Nc1cc(C(C)(C)C)nn1-c1ccccc1 | 11% | -25 | 0% | 0.1% | -10% | -25% | -1% | ? | 0% | -5% | -2

Continuation:
Value order – Menin MLL FP TR | Giardia kill | GALK inh | B2AR arrestin | PKM2 act | a7 integrin act | PTAP TSG101 blk | Chronic BCR inh | ASM inhibitor | Tb PFK block | Coupling enz
COc1ccc(N2CCN(CCC(N)=O)CC2)cc1
    0% | -11 | 1% | -0.3% | -2% | 1% | -3% | ? | 0% | -6% | 4
S=c1[nH]nc(CCc2ccccc2)n1-c1ccccc1
    -13% | -18 | -3% | -1.3% | -22% | 13% | -5% | -5% | 1% | -3% | -1
CCN(CC)CC(=O)Nc1sc(C)cc1C(=O)c1ccc(C)cc1
    ? | -21 | 2% | -1.3% | -4%[11.5 µM] | -20% | -3% | 1% | -3% | 2% | 1
Brc1cccc(CSc2nnc(-c3ccncc3)o2)c1
    5% | -10 | 0% | 0.1% | 7% | 6% | 0% | 0% | -2% | -26% | -1
COc1ccc(N2CCN(C(=O)[C@H](C)NC(=O)c3ccccc3Cl)CC2)cc1
    -17% | 16 | 15% | 0.4% | 7% | 23% | -7% | 2% | 1% | 1% | 0
CNC(=O)c1ccc(CNC(=O)OCC(F)(F)F)cc1
    4% | 0 | 2% | 0.1% | 2% | 9% | -2% | 4% | 2% | -5% | 4
CCC1CSC(Nc2ccc(C(=O)/C=C/c3ccc(OC)c(OC)c3)cc2)=N1 (stereo not drawn)
    13% | 19 | 1% | -0.9% | -11% | -57%[inhibitor] | 3% | ? | 82%[activator] | 5% | -2
O=C(Cc1ccccc1)Nc1ccc(N2CCN(Cc3ccccc3F)CC2)cc1
    6% | 1 | 0% | -0.2% | -1% | -17%[7.66 µM] | -2% | 8% | 5% | 0% | 4
CCN(Cc1ccccc1)C(=O)c1c[nH]c2ccc(S(=O)(=O)N(C)CCC#N)cc2c1=O
    0% | -20 | nt | -2.1% | 4% | 4% | -6% | 2% | 57%[activator] | 7% | 4
CN(c1ccccc1C(=O)N1CCc2ccccc2C1)S(C)(=O)=O
    2% | 1 | 4% | -0.2% | -1% | 21% | -1% | 2% | -1% | -4% | -9
COc1ccc(N2CCN(C(=O)c3ccc4c(c3)CC(c3ccccc3)OC4=O)CC2)cc1 (stereo not drawn)
    nt | 1 | nt | -0.6% | nt | 6% | -6% | 3% | -5% | -6% | nt
O=S(=O)(c1ccccc1)c1cnc2ccccc2c1
    nt | -3 | nt | 6.2% | nt | -12% | -1% | -1% | 0% | -4% | nt
Cc1ccc(Nc2c(-c3ccc(N4CCOCC4)cc3)nc3ncccn23)cc1C
    2% | -6 | nt | -0.7% | 1% | -1% | -10% | 4% | 80% | -2% | 1
CC1CCc2sc(C(=O)N(C)CC(=O)Nc3cccc(F)c3)cc2C1 (stereo not drawn)
    nt | 17 | -5% | -0.2% | -1% | 5% | -5% | -16% | -2% | 0% | nt
Cc1cc(C)nc(N2N=C(C(F)(F)F)CC2=O)n1
    nt | -13 | 7% | 0.4% | 6% | 10% | 0% | 12% | 4% | 0% | 2
CC(=O)N/C(=N\OCc1ccccc1Cl)c1nonc1NC(C)=O
    0% | 12 | 1% | 0.1% | 4% | 5% | 0% | 0% | -2% | 0% | 0

One compound at a time, from the list above. Screens in order: Menin MLL FP TR, Giardia kill, GALK inh, B2AR arrestin, PKM2 act, a7 integrin act, PTAP TSG101 blk, Chronic BCR inh, ASM inhibitor, Tb PFK block, Coupling enz
Brc1cccc(CSc2nnc(-c3ccncc3)o2)c1 as listed: 5%, -10, 0%, 0.1%, 7%, 6%, 0%, 0%, -2%, -26%, -1
COc1ccc(N2CCN(C(=O)[C@H](C)NC(=O)c3ccccc3Cl)CC2)cc1 as listed: -17%, 16, 15%, 0.4%, 7%, 23%, -7%, 2%, 1%, 1%, 0
